# High-throughput results (PubChem)
# POLI inh – blocks human DNA polymerase iota activity | Potency, µM (highest dose often 115 µM), for inactives: at the top dose activity, negative = inhibition, hits mostly inhibitors | Q9UNA4 | Pol iota fluorescent replication assay, 10 min | actives 1% (n = 390,000) | AID 588590; further: potency means the concentration at half of the fitted maximal effect
#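 Fluorescent replication assay read twice, at 0 min and 10 min after adding 50 nM (final) substrate. Enzyme (10 nM) and compounds were first incubated 15 min at room temperature; enzyme-free buffer wells were negative controls.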
# Pol beta inh – blocks human DNA polymerase beta activity; Pol beta primer extension/strand displacement, fluorescence kinetic; Potency, µM (series often up to 114 µM), for the others: at the highest dose activity change, negative = inhibition, most hits filed as inhibitors; actives 1.3% (n = 340,000); further: potency means the concentration at half of the fitted maximal effect; on the % scale 0 is the no-effect control and ±100 the full control effect
#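 Homogeneous kinetic assay of primer extension and strand displacement by 10 nM Pol beta, preincubated 15 min at room temperature with compound before 50 nM substrate (final) was added. Read at 0 and 10 min; four-parameter Hill fit.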
# APE1 inh – inhibitors of human APE1 endonuclease. P27695. recombinant APE1, TAMRA/BHQ-2 abasic DNA cleavage fluorescence. Potency, µM (highest dose often 65.8 µM), without a hit: top-dose activity change, negative = inhibition, usual class: inhibitors. actives 0.35% (n = 350,000);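 further: potency means the concentration at half of the fitted maximal effect; plate controls were vehicle for no effect and reference inhibitor for full effect; nearly all actives have a fitted effect of over 55% in size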
#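 Readout is kinetic fluorescence (ex 525, em 598 nm) from cleavage of 50 nM TAMRA/BHQ-2 THF abasic duplex by 0.75 nM APE1, compound added 15 min beforehand at RT.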
# TRHR ag – agonists of human TRH receptor; TRHR cells, calcium flux fluo-8, FDSS agonist mode; activation, % at 2 µM; actives 0.18% (n = 360,000); AID 493084; in the data active means activation above about 30%; further: 0% is about no effect
# Target sequence (P34981 whole entry, looked up): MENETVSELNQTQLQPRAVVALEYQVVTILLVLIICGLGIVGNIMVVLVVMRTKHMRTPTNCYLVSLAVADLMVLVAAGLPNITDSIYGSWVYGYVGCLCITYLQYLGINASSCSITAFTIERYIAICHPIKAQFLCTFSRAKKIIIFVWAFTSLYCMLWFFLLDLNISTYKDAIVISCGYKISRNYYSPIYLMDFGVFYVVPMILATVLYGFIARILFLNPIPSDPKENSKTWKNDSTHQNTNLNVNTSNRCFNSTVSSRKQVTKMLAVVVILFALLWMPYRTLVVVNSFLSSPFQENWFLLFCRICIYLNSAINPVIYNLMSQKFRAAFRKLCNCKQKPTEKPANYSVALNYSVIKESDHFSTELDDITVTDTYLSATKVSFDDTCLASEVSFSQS
#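 TRHR-expressing cells loaded with fluo-8 calcium dye; 23 nL library compound pin-transferred, kinetic FDSS fluorescence (Ex 480/Em 530) recorded about 180 s for agonist-induced calcium release, before a 10 nM TRH EC20 addition for potentiator mode.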
# ERG-DNA inh – ERG Ets/DNA interaction inhibition | P11308 | fluorescence polarization, His-ERG Ets domain / labelled DNA | Potency, µM (top dose mostly 76.9 µM), inactives show top-dose FP activity, negative = inhibition, usual class: inhibitors | actives 0.028% (n = 370,000); active means well fitted inhibition curve with a large enough effect in the polarisation, with a control signal flat; inconclusive means small, poorly fitted or top-dose-only effect, or effect the other way, or a change in a side signal; inactive means no such curve, though single readings can be large or run the other way; the % refers to the polarisation;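 further: polarization taken with two DNA probes labelled with fluorescein and Texas red; potency means the concentration at half of the fitted maximal effect; % of control where 0% means no effect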
#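 His-tagged ERG Ets domain (1 uM in the protein solution; 300mM KCl, 50mM Tris-HCl, 1mM EDTA, 1mM DTT, pH 7.5) received compound, then a probe mix of 5 nM fluorescein-DNA and 100nM Texas-615-DNA. Fluorescence polarization was read for both dyes.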
# Pol kappa inh – inhibitors of human DNA polymerase kappa | Q9UBT6 | purified Pol kappa, fluorescent DNA synthesis assay, 10 min | Potency, µM (doses to about 107 µM), inactives show at the top dose activity, negative = inhibition, usual class: inhibitors | actives 0.53% (n = 400,000) | AID 588579; further: potency means the concentration at half of the fitted maximal effect; on the % scale 0 is the no-effect control and ±100 the full control effect
#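 Kinetic fluorescence screen: compound preincubated 15 min RT with 10 nM enzyme; 50 nM substrate (final) initiates; reads at 0/10 min.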
# BLM inh – blocks DNA unwinding by human BLM helicase; recombinant BLM DNA unwinding, fluorescence dequenching; Potency, µM (titrated, usually from 56.1 µM), without a hit: at the top dose activity change, negative = inhibition, most hits filed as inhibitors; actives 0.2% (n = 350,000);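 further: potency means the concentration at half of the fitted maximal effect; plate controls were vehicle for no effect and no enzyme for full effect; nearly all actives have a fitted effect of over 35% in size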
# ALOX12 inh – ALOX12 (human) lipoxygenase inhibition; P18054; purified 12hLO, xylenol orange hydroperoxide absorbance; Potency, µM (highest dose often 108 µM), inactives show top-dose activity change, negative = inhibition, actives largely listed as inhibitors; actives 1.1% (n = 580,000); AID 1671190; further: potency means the concentration at half of the fitted maximal effect; on the % scale 0 is the no-effect control and ±100 the full control effect
# Target sequence (P18054 whole entry, looked up): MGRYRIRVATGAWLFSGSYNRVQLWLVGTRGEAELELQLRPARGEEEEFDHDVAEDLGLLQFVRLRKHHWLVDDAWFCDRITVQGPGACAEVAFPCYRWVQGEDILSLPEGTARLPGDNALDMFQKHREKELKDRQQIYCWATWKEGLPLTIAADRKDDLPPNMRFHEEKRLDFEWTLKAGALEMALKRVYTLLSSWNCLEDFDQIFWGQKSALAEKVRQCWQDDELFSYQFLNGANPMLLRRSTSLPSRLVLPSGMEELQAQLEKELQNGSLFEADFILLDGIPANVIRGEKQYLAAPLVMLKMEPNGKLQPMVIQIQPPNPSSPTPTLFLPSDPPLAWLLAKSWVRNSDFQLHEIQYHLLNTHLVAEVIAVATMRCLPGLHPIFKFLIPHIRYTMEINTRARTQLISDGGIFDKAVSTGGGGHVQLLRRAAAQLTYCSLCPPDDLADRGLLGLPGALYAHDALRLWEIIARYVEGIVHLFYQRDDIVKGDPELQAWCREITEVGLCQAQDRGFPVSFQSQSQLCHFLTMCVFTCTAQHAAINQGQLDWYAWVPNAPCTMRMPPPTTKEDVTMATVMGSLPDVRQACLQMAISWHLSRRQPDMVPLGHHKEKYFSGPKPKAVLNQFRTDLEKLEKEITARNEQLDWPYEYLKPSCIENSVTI
#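 Hydroperoxide product was detected by ferrous iron/xylenol orange as the 573 to 405 nm absorbance ratio. Arachidonic acid at 40 uM (final) was turned over for 30 min at room temperature by 150 nM human 12hLO, pH 7.0 Hepes buffer, after 15 min compound preincubation.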
# Anesthetic bind – binds horse apoferritin like a general anesthetic; P02791; apoferritin/1-aminoanthracene competitive binding, fluorescence; Potency, µM (titrated, usually from 77.5 µM), inactives show at the top dose activity change, negative = displacement, hits mostly inhibitors; actives 0.074% (n = 350,000); AID 485281; further: potency means the concentration at half of the fitted maximal effect; on the % scale 0 is the no-effect control and ±100 the full control effect; nearly all actives have a fitted effect of over 20% in size
#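 10 uM apoferritin + 50% sat. 1-AMA, PBS; cpd 10 min RT; Ex380/Em535 endpoint; normalized to free probe vs complex; 4-param Hill fit; propofol titration as pos. ctrl.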
# Numbers without * were called inactive; ? = inconclusive; . = not tested or not shown; & = joins results of further samples; [ ] = dose if it differs, or a comment. Unless noted, the call rests on the fitted dose curve; in most records, active means well fitted curve in the direction sought with a large enough effect; inconclusive means small, poorly fitted or top-dose-only effect, or another doubt; inactive means no such curve, though single readings can be large; an effect the other way counts as inactive or inconclusive. Some of the compounds tested, so the mix of outcomes need not match the whole.
SMILES,POLI inh,Pol beta inh,APE1 inh,TRHR ag,ERG-DNA inh,Pol kappa inh,BLM inh,ALOX12 inh,Anesthetic bind
CC1(c2ccc(Cl)cc2Cl)NC(=O)N(CC(=O)N2CCN(C(=O)c3ccco3)CC2)C1=O (configuration not stated),17%,.,15%,0.1,-9%,-12%,.,176%[activator],.
Cn1c(C(=O)NCCCN2CCN(c3cccc(Cl)c3)CC2)cc2c(=O)n(C)c3ccccc3c21,6%,1%,14%,0.0,5%,0%,-12%,64%[activator],-4%
Cc1cc(C)c2[nH]c(=O)c(CN(Cc3ccco3)C(=O)c3cccs3)cc2c1,.,23%,-8%,-0.2,.,.,0%,.,-8%
COc1ccc(/C(C)=N\O)cc1OC,59%[activator],-13%,19%,0.5,-6%,2%,-8%,110%[activator],-3%
Cc1ccc(NC(=O)Cn2cc(C(=O)C3CCCCC3)c3ccccc32)c(C)c1,18%,1%,.,0.1,2%,-13%,-2%,-1%,-11%
O=C(OCC(=O)N1CCc2ccccc2C1)c1ccc(F)cc1Cl,71%[activator],.,-3%,.,-8%,-18%,.,-7%,.
COC(=O)c1cc(OC)cc(O)c1C(=O)c1c(O)cc(C)cc1O,?,?,-8%,-0.3,6%,-36%,-5%,?,-5%
O=C(Cn1cc(C(=O)c2ccco2)c2ccccc21)Nc1ccccc1Cl,?,?,.,1.1,2%,-12%,-7%,?,1%
CCc1ccc(C2C(C#N)=C(N)SC(N)=C2C#N)s1,?,-8%,-5%,0.3,16%,?,1%,.,-22%
CNc1nc(-c2ccoc2)nc2ccccc12,.,.,-11%,.,.,-5%[60.1 µM],0%,35µM*,.
CC(C)c1ccc(NC(=O)CN2C(=O)NC3(CCCC3)C2=O)cc1,16%,-13%,32%,0.1,0%,6%,-1%,0%,-6%
CC/C(C)=N/Nc1nc2sc3c(c2c(=O)[nH]1)CC(C)(C)OC3,?,-17%,-2%,1.6,4%,-8%,0%,112%[activator],51%[activator]
Fc1ccccc1-c1n[nH]c(=S)n1CC1CCCO1 (configuration not stated),67%[activator],2%,-2%,-0.1,-19%,-1%,-3%,8%,-6%
CC1CN(S(=O)(=O)c2ccc(C(=O)NN3CCN(C)CC3)cc2)CC(C)O1 (configuration not stated),19%,0%,3%,0.3,-5%,4%,2%,3%,-5%
Fc1ccc(N2CCN(c3ncnc4nc[nH]c34)CC2)cc1,14%,1%,-1%,0.8,11%,13%,0%,46%&13%[activator],-10%
CNC(CC(=O)O)C(=O)O (configuration not stated),.,.,0%,.,.,-2%[60.1 µM],2%,?,.
CC(NC(=O)Nc1ccc(F)cc1F)c1ccncc1 (configuration not stated),-10%,0%,0%,0.0,7%,-5%,-1%,-9%,21%
C=CCN(C(=O)c1csnn1)C(C(=O)NC1CCCC1)c1c(F)cccc1Cl (configuration not stated),36%[activator],18%,-7%,-0.1,-16%,1%,-6%,-9%,-11%
Cc1ccnc(NC(=O)Cc2c(F)cccc2Cl)c1,86%[activator],14%,29%,-0.7,-16%,-13%,0%,-38%,?
Cc1cc(C)n(C(C)CC(=O)Nc2ccc(-c3ccno3)cc2)n1 (configuration not stated),25%,8%,1%,-0.1,-10%,-9%,-2%,3%,-7%
Cc1ccccc1-c1ccc2ncnc(NCc3cccnc3)c2c1,.,.,0%,.,.,-10%[60.1 µM],5%,?,.
COCCNC(=S)Nc1cc(S(=O)(=O)N2CCOCC2)ccc1N1CCCCC1,132%[activator],-15%,-2%,-0.3,0%,-11%,-1%,32µM*,-11%
CC(C)C(=O)N(Cc1ccc(F)cc1)Cc1nc2ccccc2c(=O)[nH]1,8%,7%,0%,0.3,3%,-20%,-3%,38%[activator],-7%
Cc1cccc2sc(N(Cc3cccnc3)C(=O)c3cccs3)nc12,-13%,0%,.,0.1,-6%,-10%[60.1 µM],-5%,-12%,-6%
Cc1ccc(-c2nc3cccc(C)n3c2Nc2ccc3c(c2)OCO3)o1,0%,7%,.,-1.0,-1%,-23%,-13%,?,-5%

# Gathered by group: the entries above containing two or more sulfur atoms
SMILES,POLI inh,Pol beta inh,APE1 inh,TRHR ag,ERG-DNA inh,Pol kappa inh,BLM inh,ALOX12 inh,Anesthetic bind
CCc1ccc(C2C(C#N)=C(N)SC(N)=C2C#N)s1,?,-8%,-5%,0.3,16%,?,1%,.,-22%
COCCNC(=S)Nc1cc(S(=O)(=O)N2CCOCC2)ccc1N1CCCCC1,132%[activator],-15%,-2%,-0.3,0%,-11%,-1%,32µM*,-11%
Cc1cccc2sc(N(Cc3cccnc3)C(=O)c3cccs3)nc12,-13%,0%,.,0.1,-6%,-10%[60.1 µM],-5%,-12%,-6%

# Continuation.
SMILES,POLI inh,Pol beta inh,APE1 inh,TRHR ag,ERG-DNA inh,Pol kappa inh,BLM inh,ALOX12 inh,Anesthetic bind
CN(C)c1ccc(NC(=O)COC(=O)CNC(=O)c2cccs2)cc1,12%,.,14%,0.6,-2%,-1%,.,0%,.
COc1ccc(CNC(=O)c2ccc3c(c2)NC(=O)C(CS(=O)(=O)Cc2ccccc2Cl)N3)cc1 (configuration not stated),10%,-2%,.,0.7,6%,-25%,-12%,?,0%
CCc1nnc(NC(=O)CSc2nc3c([nH]c4ccccc43)c(=O)n2CCOC)s1,27%,1%,-6%,-0.1,-12%,-3%,-13%,-3%,0%
COc1cc(C(=O)NNC(=O)Cc2ccc(S(=O)(=O)N3CCOCC3)s2)cc(OC)c1OC,23%,2%,34%,-0.1,7%,2%,-2%,-10%,0%
CC(=O)Nc1cc2c(cc1[N+](=O)[O-])OCCO2,121%[activator],12%,15%,0.7,-10%,6%,0%,4%,-6%
O=C(Cn1nnc2ccccc21)C1CC1,5%,26%,2%,-0.2,-5%,0%,-3%,-6%,-10%
CC(C)C[C@@H](CNCC(=O)[C@H](CC(C)C)NC(=O)c1[nH]cnc1C(=O)N[C@@H](C)CN)NC(=O)c1nc[nH]c1C(=O)N[C@@H](Cc1ccccc1)C(=O)O,?,.,.,.,3%,2%,.,28%,.
COc1cc(NC(=O)c2cccnc2SC)cc(OC)c1OC,40%[activator],-5%,-4%,0.0,0%,0%,-4%,-5%,0%
O=C(CN1CCC(O)(c2ccc3c(c2)OCO3)CC1)NC1CCCCC1,54%[activator],-1%,5%,-0.2,-9%,3%,-2%,2%,-10%
CC(c1ccccc1)n1c(-c2ccccc2F)n[nH]c1=S (configuration not stated),32%[activator],-21%,3%,-0.8,-6%,-19%,-2%,?,-9%
C[C@H](CO)N1C[C@H](C)[C@@H](CN(C)CC2CCCCC2)Oc2c(NC(=O)C3CC3)cccc2C1=O,-14%,.,-6%,.,-1%,-3%,.,-3%,.
O=c1c2ccccc2ncn1CCCSc1ccc(Cl)cc1,16%,6%,-4%,0.6,0%,3%,-3%,0%,-18%
COc1ccc(CCNC(=O)CC(C)(C)CC2=NS(=O)(=O)c3ccccc3N2)cc1OC,20%,59%,-2%,0.0,0%,-7%,-1%,0%,11%
CCCCn1c(N2CCCC2)nc2c1c(=O)[nH]c(=O)n2C,50%[activator],26%,21%,-1.0,-2%,6%,3%,19%,-9%
Cc1ccc(-n2nc(C(=O)N/N=C/c3cccc(C(F)(F)F)c3)c3ccccc3c2=O)cc1C,-1%,20%,-4%,0.2,6%,-1%,2%,?,2%
Cc1cc(C)nc(-n2nc(C)cc2NC(=O)CNC2CCCCC2)n1,18%,0%,-3%,-0.2,-3%,2%,4%,-15%,-12%
CC(C)NS(=O)(=O)c1ccc(OCC(=O)N2CCCC2)cc1,35%[activator],20%,1%,0.3,.,-6%,5%,-20%,3%
CCOc1ccc(/C=C2/Sc3ccc(C(=O)NCC4CCCO4)cc3N(C)C2=O)cc1OC (configuration not stated),63%[activator],21%,-15%,-0.9,-1%,-9%,-10%,-16%,-9%
O=C(Cc1ccccc1)Nn1cnc2ccccc21,-4%,9%,3%,-0.1,.,4%,1%,?,-6%
Cc1c(C(=O)Nc2cccc(Cl)c2)oc2ccc(S(=O)(=O)N3CCOCC3)cc12,0%,2%,.,0.1,1%,-9%[60.1 µM],-6%,0%,-8%
COc1ccc(C(=O)Nn2cnnc2)cc1OC,0%,?,-3%,0.3,-4%,-6%,1%,5%,0%
COc1ccc(-n2cnc(=S)[nH]c2=S)cc1,40%[activator],.,.,.,2%,8%,.,22µM*,.
NC(=O)c1ccc(NC(=O)COC(=O)c2ccc3c(c2)OCCO3)cc1,-6%,5%,-2%,0.9,-10%,6%,-6%,2%,6%
O=C(c1ccccc1)C(Nc1cccc([N+](=O)[O-])c1)c1ccccc1 (configuration not stated),34%[activator],.,.,.,6%,-11%,.,-17%,.
C[N+](C)(C)CCCN(Cc1ccc2c(c1)OCO2)C(=O)NC1CCCCC1,-15%,18%,-10%,-1.9,8%,-5%,3%,?,1%

# Following part.
SMILES,POLI inh,Pol beta inh,APE1 inh,TRHR ag,ERG-DNA inh,Pol kappa inh,BLM inh,ALOX12 inh,Anesthetic bind
CCOC(=O)C1CCN(c2c(C(=O)c3ccc(OC)cc3)cnc3ccccc23)CC1,36%[activator],18%,.,-0.4,0%,11%,-10%,-29%,40%[activator]
CC(=O)Nc1sc2c(c1-c1nc3ccccc3s1)CCN(C(C)C)C2,?,3.5µM*,13µM*,130*,?,?,212%[activator],.,2%
Cc1nn(S(=O)(=O)c2cccs2)c(C)c1Sc1ccc([N+](=O)[O-])cc1,-3%,13%,-4%,0.0,9%,-1%,-7%,0%,?
CCCn1cc(CN2CCC(N3CCC(C(=O)N4CCOCC4)CC3)CC2)c(C)n1,69%[activator],3%,3%,0.4,0%,0%,0%,-6%,-1%
Cc1ccc(NC2=NC(c3ccc(O)cc3)n3c(nc(C)cc3=O)N2)cc1 (configuration not stated),2%,-1%,-1%,-0.9,-10%,-7%,-2%,-5%,?
Cc1cccc(N2CCN(S(=O)(=O)c3c(C)[nH]c(C)c3C(=O)N3CCCC3)CC2)c1C,1%,-4%,-16%,0.9,-5%,-14%,-3%,-11%,-4%
